Source: PubChem BioAssay (several laboratories)
CatS block = human cathepsin S inhibition; P25774; recombinant cathepsin S, AMC dipeptide fluorescence, pooled mixtures; inhibition, %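 (tested at 5 µM per compound within 10-compound mixtures)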; 62,000 compounds, 0.06% hits; AID 501; in the data active = inhibition above about 32%, passing the limit was not always enough;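 also: 0% = enzyme without compound and 100% = blank without enzyme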
FXIIa mix inh = inhibitors of human coagulation factor XIIa, pooled mixtures. P00748. purified FXIIa, fluorogenic substrate. inhibition, % at 5 µM. 62,000 compounds, 0.2% hits. AID 684;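 also: 0% = enzyme without compound and 100% = no enzyme blank; some results filed as inactive read as strong as hits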
Cathepsin G inh = cathepsin G (human) inhibition. 62,000 compounds, 0.2% hits. AID 581. inhibition, % at 5 µM (by protocol). P08311. purified enzyme, AMC-tetrapeptide fluorescence, pooled mixtures;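 active = inhibition above 20% in each of the two mixture wells holding the compound; inactive = inhibition of 20% or less in either well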;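 also: 0% = enzyme control without mixture and 100% = blank lacking enzyme; strong numbers were not always called active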
CatB mixtures = human cathepsin B inhibition by mixtures; 62,000 compounds, 0.06% hits; P07858; Purified cathepsin B, AMC dipeptide fluorescence, compound mixtures; AID 488; inhibition, %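 (ten-compound pools at 5 µM per compound and 50 µM total)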; in the data active = inhibition above about 22%, passing the limit was not always enough;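 also: 0% = enzyme without compound and 100% = no enzyme blank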
CatB inh = human cathepsin B inhibition | P07858 | purified cathepsin B, fluorogenic substrate, fluorescence | inhibition, %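 (tested at 10 µM)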 | 63,000 compounds, 0.1% hits | AID 453; in the data active = inhibition above about 21%;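 also: 0% = enzyme with no compound and 100% = no enzyme blank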
C1s inh = human complement C1s inhibition; P09871; purified C1s, fluorogenic AMC substrate, pooled mixtures; mean inhibition % of two 10-compound mixtures (hits give high values), % at 5 µM (by protocol); 62,000 compounds, 0.16% hits;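 active = inhibition above 20% in each of the two 10-compound mixture wells holding the compound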;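 also: 0% = enzyme wells lacking compound mixture and 100% = no-enzyme blank wells; some compounds called inactive have numbers as strong as hits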
Abs 340nm = compounds absorbing at 340 nm | 65,000 tested, under 10 active | fold change at 10 µM | compound absorbance at 340 nm, fold over control;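 active = at 10 µM dose, initial 340 nm absorbance at least 2 fold that of control wells; inactive = change under 2 fold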;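 also: initial absorbance extrapolated from kinetic A340 decline of NADH oxidation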
FXIa inh mix = factor XIa (human) inhibition, mixture screen; purified FXIa, fluorogenic substrate, pooled mixtures; P03951; inhibition, % at 5 µM; 62,000 compounds, 0.19% hits; AID 680;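 also: each value is inhibition by a whole ten-compound pool holding the compound; 0% = enzyme with no mixture and 100% = wells lacking enzyme; strong numbers were not always called active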
Target sequence (P03951 19-387 limits assumed): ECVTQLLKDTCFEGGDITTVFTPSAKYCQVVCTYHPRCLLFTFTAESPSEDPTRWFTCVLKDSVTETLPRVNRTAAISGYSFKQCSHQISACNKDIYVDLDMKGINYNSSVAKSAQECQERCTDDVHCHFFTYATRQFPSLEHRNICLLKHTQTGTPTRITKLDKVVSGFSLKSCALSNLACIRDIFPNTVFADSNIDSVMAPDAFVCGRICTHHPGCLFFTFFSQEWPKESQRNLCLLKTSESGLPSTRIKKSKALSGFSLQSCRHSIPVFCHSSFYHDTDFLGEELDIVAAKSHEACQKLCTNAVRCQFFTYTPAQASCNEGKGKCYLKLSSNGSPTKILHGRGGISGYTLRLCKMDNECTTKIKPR
Target sequence (P03951 388-625 limits assumed): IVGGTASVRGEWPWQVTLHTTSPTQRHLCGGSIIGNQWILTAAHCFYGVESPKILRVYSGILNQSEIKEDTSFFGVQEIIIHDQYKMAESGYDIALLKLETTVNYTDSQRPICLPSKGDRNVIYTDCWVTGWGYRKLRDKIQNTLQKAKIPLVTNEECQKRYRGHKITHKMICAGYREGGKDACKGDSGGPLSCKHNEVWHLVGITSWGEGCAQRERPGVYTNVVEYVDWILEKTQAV
CatL block = inhibitors of human cathepsin L; 58,000 compounds, 0.17% hits; purified cathepsin L, fluorogenic substrate, fluorescence; inhibition, %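 (tested at 10 µM)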; AID 460; P07711; in the data active = inhibition above about 45%;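 also: 0% = enzyme with no compound and 100% = no enzyme blank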
Target sequence (P07711 114-288 limits assumed): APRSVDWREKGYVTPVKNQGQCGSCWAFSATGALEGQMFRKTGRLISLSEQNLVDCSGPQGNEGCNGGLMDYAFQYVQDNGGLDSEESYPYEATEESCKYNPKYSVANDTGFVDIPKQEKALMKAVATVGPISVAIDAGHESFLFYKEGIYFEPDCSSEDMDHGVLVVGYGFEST
Target sequence (P07711 292-333 limits assumed): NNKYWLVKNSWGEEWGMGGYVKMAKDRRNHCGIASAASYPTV
Active calls of the source: *; nt = no result given. Rule as the data show it, unless noted: active = inhibition above about 20% (passing the limit was not always enough); inactive = the rest. Some of the compounds tested (hit frequency here may not be typical).

nr	CatS block	FXIIa mix inh	SMILES	Cathepsin G inh	CatB mixtures	CatB inh	C1s inh	Abs 340nm	FXIa inh mix	CatL block
1	-5	5	O=C(O)c1cc(NCc2ccc3c(c2)OCO3)ccc1N1CCOCC1	6	4	nt	-4	1	1	nt
2	-2	1	COc1cccc(C2=NOC(C(=O)NCc3ccccc3)C2)c1 (stereo not given)	9	6	-1	-3	1	6	-2
3	12	0	c1ccc2c(c1)nnn2Cc1nnc2sc(-c3ccc4c(c3)OCCO4)nn12	9	-1	6	12	1.1	8	5
4	-7	7	N#CC1=C(N)N(c2ccc(Br)cc2)C2=C(C(=O)CCC2)C1c1cccnc1 (stereo not given)	6	0	2	5	1	6	1
5	14	13	Cc1ccc2c(CN3C(=O)NC(C)(c4ccc5c(c4)OCO5)C3=O)cc(=O)oc2c1 (stereo not given)	11	4	3	17	1.1	5	-5
6	0	4	COc1ccc(Cn2nnnc2CN2CCC(c3nc4ccccc4s3)CC2)cc1	10	2	0	13	1	4	3
7	-9	1	Cc1c(NC(=O)Nc2ccc(Cl)cc2)c(=O)n(-c2ccccc2)n1C	-3	1	-5	6	1	7	-15
8	-4	3	O=C1CC(c2ccncc2)c2cc3c(cc2N1)OCO3 (stereo not given)	2	8	-3	-1	1.1	6	0
9	0	6	COc1ccc(CCC(=O)Nc2ccc3c(c2)OCCO3)cc1	9	4	7	15	1	15	17
10	14	2	Cc1ccc(-c2nnc3n2N=C(c2ccccc2Br)CS3)cc1	0	4	5	0	1.1	3	18
11	7	3	CC(C)(C)c1ccc(S(=O)(=O)N2CCCCC2C(=O)NCc2ccccn2)cc1 (stereo not given)	7	1	-4	2	1	-6	15
12	-10	2	COc1ccc(C2OC(=O)CC2C(=O)NC(C)C)cc1 (stereo not given)	7	3	4	4	0.98	-5	nt
13	2	4	COc1ccc2c(c1)-c1nc(NC(=O)c3cccs3)sc1CC2	2	-5	-5	-3	1.1	1	1
14	1	-10	Cc1c(NC(=O)CSc2nnc(-c3cccc(Cl)c3)o2)c(=O)n(-c2ccccc2)n1C	11	5	5	17	1	-2	-4
15	4	4	COC(=O)c1ccccc1COn1c(=O)c[n+]([O-])c2ccccc21	1	1	5	3	1.1	8	-6
16	11	5	Cc1oc(-c2ccccc2)nc1Cn1cccc1C1=NC(c2ccccc2)CO1 (stereo not given)	13	0	5	11	0.99	6	19
17	-2	0	Cc1ccc2c(n1)sc1c(N)ncnc12	8	-3	4	-11	1	-5	8
18	-4	8	CCOC(=O)c1nnn(-c2nonc2N)c1CN(C)C1CCCCC1	16	5	0	19	0.99	7	0
19	2	2	Oc1ccc(N2CCN(C(c3cccnc3)c3nnnn3Cc3ccccc3)CC2)cc1 (stereo not given)	2	0	0	3	1	11	6
20	-3	-12	Clc1ccc2nc(N3CCN(c4ccccc4)CC3)sc2c1	-2	1	0	-3	1	10	-3
21	-2	-4	Cc1cc2oc(=O)cc(CN3CCC(C)CC3)c2c(C)c1Cl	-2	0	0	3	0.99	-2	-5
22	13	1	Cc1oc(/N=C/c2ccccc2O)c(C#N)c1C	-7	1	2	-17	1.1	5	7
23	0	16	COc1ccc(CNC(=O)C2CC(=O)N(c3ccc(OCC(=O)N4C(C)CCCC4C)cc3)C2)cc1 (stereo not given)	-5	0	1	-4	1	12	nt
24	19	5	O=C(C1CCN(c2ccc(N3CCOCC3)nn2)CC1)N1CCc2ccccc2C1	-3	5	-1	-7	1	2	0
25	12	-23	CCCn1cnc2c(c1=O)c1nc3ccccc3nc1n2CCc1ccccc1	-8	4	0	-39	1	1	-5

Next section (2 carried over from the part before).
nr	CatS block	FXIIa mix inh	SMILES	Cathepsin G inh	CatB mixtures	CatB inh	C1s inh	Abs 340nm	FXIa inh mix	CatL block
24	19	5	O=C(C1CCN(c2ccc(N3CCOCC3)nn2)CC1)N1CCc2ccccc2C1	-3	5	-1	-7	1	2	0
25	12	-23	CCCn1cnc2c(c1=O)c1nc3ccccc3nc1n2CCc1ccccc1	-8	4	0	-39	1	1	-5
26	4	28	COCCn1nnnc1CN(CCc1ccc(OC)c(OC)c1)Cc1cc2ccc(C)cc2[nH]c1=O	18	19	2	3	1.1	17	-5
27	-4	23	CSc1nc2ccc(S(=O)(=O)Nc3c(C)n(C)n(-c4ccccc4)c3=O)cc2s1	12	0	2	15	1	18	7
28	-7	-16	O=C(Nc1cccc2nsnc12)c1ccc2c(c1)OCCO2	3	-1	-3	2	0.99	2	16
29	-3	-1	CC12C=CC3(CN(Cc4ccccc4)C(=O)C3C1C(=O)NC1CC1)O2 (stereo not given)	11	4	5	16	0.97	3	nt
30	9	5	COc1cccc(OC)c1OCC(O)CN1CCN(c2ccccc2)CC1 (stereo not given)	-2	5	-4	-4	0.97	3	15
31	-9	4	CCC(=O)Nc1cc(-c2nn3c(C)nnc3s2)ccc1C	-2	-5	-3	-6	1	2	-17
32	4	3	CCOC(=O)C1CCCN(c2cc(C)nc3cc(-c4ccc(F)cc4)nn23)C1 (stereo not given)	8	6	1	7	1	2	10
33	16	11	O=S(=O)(Nc1ncnc2c1oc1ccccc12)c1ccc(Cl)s1	-8	5	5	-34	1.1	1	28
34	14	7	COc1ccc(C2C(C(=O)Nc3cccc(C)n3)CCC(=O)N2c2ccc(OC)cc2)cc1 (stereo not given)	7	3	6	2	0.99	-4	15
35	5	7	CC1(C)CC(=O)C=C(NCc2cccnc2)C1	-8	3	3	-47	1.1	4	7
36	-1	-4	CCOc1cc(C2NC(=O)NC(O)(C(F)(F)F)C2C(=O)c2ccccc2)ccc1OC (stereo not given)	-5	4	1	0	1	-3	8
37	4	-2	O=C(Nc1ccc2c(c1)OCO2)c1noc2c1CCCCC2	4	2	-1	-4	1	-7	15
38	1	-1	O=C(c1ccc(Cl)cc1)c1nnc(-c2ccncc2)o1	0	5	-1	0	1.1	3	nt
39	-9	-19	COc1ccc(NC(=O)c2c(NC(=O)CNCc3ccco3)sc3c2CCC3)c(OC)c1	6	-1	1	-27	1.1	-1	-12
40	-3	9	CCCCC(=O)Nc1cccc(NC(=O)c2ccc(Br)o2)c1	-2	-2	-1	-2	1.1	7	-5
41	2	4	COc1cccc(C(=O)Nc2ccc(-c3nnc(-c4ccco4)o3)cc2)c1	6	0	-3	5	1.1	0	-7
42	-15	-6	Cc1ccc(Nc2cc(C)nc3ncnn23)c(Cl)c1	13	4	8	18	1	6	1
43	-13	9	Cc1cc(C(F)F)n2ncc(C(=O)N3CCc4ccccc4C3)c2n1	-2	4	-5	1	1.1	9	-7
44	4	-16	CN=C1SC(CC(=O)Nc2ccc(N3CCOCC3)cc2)C(=O)N1C (stereo not given)	37	3	1	15	1	22	-2
45	8	-19	O=C(NCc1cccnc1)c1cnc2sccn2c1=O	9	5	2	11	1.2	6	-9
46	-8	15	CCOc1ccccc1NC(=O)N1CCCC1C(=O)Nc1ccc(NC(C)=O)cc1 (stereo not given)	-10	-5	2	-22	1.1	3	8
47	2	6	COc1ccc(N2C(=O)C3CCCN3C2c2cccc(OC)c2)cc1 (stereo not given)	-6	-2	2	-4	1.1	5	-6
48	-2	0	CCOc1ccc(C(CC(=O)O)NS(=O)(=O)c2ccc(C)cc2)cc1OC (stereo not given)	4	5	1	1	1	-1	-1
49	0	12	CCOC(=O)C1=C(C)N(CCO)C(=O)NC1c1ccccc1 (stereo not given)	0	7	3	-13	1	1	9
50	8	2	O=C(c1ccc(Cl)c(Cl)c1)N1CCOCC1	1	5	-1	1	1	4	-1
51	0	2	COc1ccc2c(c1)CC(C1(O)C(=O)N(C)c3ccccc31)C2=O (stereo not given)	20	3	5	19	1	6	17
52	19	2	COc1ccc(S(=O)(=O)Nc2ccc3c(c2)COC3=O)cc1OC	4	2	0	4	1	3	9
53	-9	5	COc1ccc(CCN(C)C(=O)N2CCOCC2)cc1OC	-22	-11	0	-85	1	-38	13

Molecules listed so far that contain a halogen, in the order listed:
nr	CatS block	FXIIa mix inh	SMILES	Cathepsin G inh	CatB mixtures	CatB inh	C1s inh	Abs 340nm	FXIa inh mix	CatL block
4	-7	7	N#CC1=C(N)N(c2ccc(Br)cc2)C2=C(C(=O)CCC2)C1c1cccnc1 (stereo not given)	6	0	2	5	1	6	1
7	-9	1	Cc1c(NC(=O)Nc2ccc(Cl)cc2)c(=O)n(-c2ccccc2)n1C	-3	1	-5	6	1	7	-15
10	14	2	Cc1ccc(-c2nnc3n2N=C(c2ccccc2Br)CS3)cc1	0	4	5	0	1.1	3	18
14	1	-10	Cc1c(NC(=O)CSc2nnc(-c3cccc(Cl)c3)o2)c(=O)n(-c2ccccc2)n1C	11	5	5	17	1	-2	-4
20	-3	-12	Clc1ccc2nc(N3CCN(c4ccccc4)CC3)sc2c1	-2	1	0	-3	1	10	-3
21	-2	-4	Cc1cc2oc(=O)cc(CN3CCC(C)CC3)c2c(C)c1Cl	-2	0	0	3	0.99	-2	-5
32	4	3	CCOC(=O)C1CCCN(c2cc(C)nc3cc(-c4ccc(F)cc4)nn23)C1 (stereo not given)	8	6	1	7	1	2	10
33	16	11	O=S(=O)(Nc1ncnc2c1oc1ccccc12)c1ccc(Cl)s1	-8	5	5	-34	1.1	1	28
36	-1	-4	CCOc1cc(C2NC(=O)NC(O)(C(F)(F)F)C2C(=O)c2ccccc2)ccc1OC (stereo not given)	-5	4	1	0	1	-3	8
38	1	-1	O=C(c1ccc(Cl)cc1)c1nnc(-c2ccncc2)o1	0	5	-1	0	1.1	3	nt
40	-3	9	CCCCC(=O)Nc1cccc(NC(=O)c2ccc(Br)o2)c1	-2	-2	-1	-2	1.1	7	-5
42	-15	-6	Cc1ccc(Nc2cc(C)nc3ncnn23)c(Cl)c1	13	4	8	18	1	6	1
43	-13	9	Cc1cc(C(F)F)n2ncc(C(=O)N3CCc4ccccc4C3)c2n1	-2	4	-5	1	1.1	9	-7
50	8	2	O=C(c1ccc(Cl)c(Cl)c1)N1CCOCC1	1	5	-1	1	1	4	-1
